Assay outcomes from PubChem.
ADAM10 inh – ADAM10 inhibition, QFRET primary screen; O14672; recombinant ADAM10, EDANS/DABCYL FRET peptide cleavage, 3 h; inhibition, % at 7 µM; actives 0.62% (n = 370,000); AID 720582;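 active = inhibition above a per-campaign cutoff equal to the mean of compounds falling between control-based bounds plus 3 SD, cut at about 20% in these data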;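 note: 0% = DMSO wells while the 100% control is not disclosed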
rCAG binder – r(CAG) repeat RNA binding; TO-PRO-1 dye displacement fluorescence; inhibition, % at 3 µM; actives 1.3% (n = 370,000);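 active = inhibition above the plate cutoff, the mean of all test compounds on that plate plus 3 SD, cut at about 35% in these data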;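 note: 0% = DMSO alone and 100% = 100 µM mitoxantrone as full dye displacement; higher means more dye released from RNA so lower well fluorescence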
NPR2 activator – GC-B (human) receptor activation. P20594. HEK293-GC-B cells, CNP EC30, cGMP TR-FRET; 0% at EC30 CNP, 100% saturating CNP. activation, % at 10 µM. actives 0.11% (n = 370,000). AID 1920062;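 active = activation at 10 µM reaching about 35% in either raw or pattern-adjusted values, limit read from the data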
Target sequence (P20594 whole entry, looked up): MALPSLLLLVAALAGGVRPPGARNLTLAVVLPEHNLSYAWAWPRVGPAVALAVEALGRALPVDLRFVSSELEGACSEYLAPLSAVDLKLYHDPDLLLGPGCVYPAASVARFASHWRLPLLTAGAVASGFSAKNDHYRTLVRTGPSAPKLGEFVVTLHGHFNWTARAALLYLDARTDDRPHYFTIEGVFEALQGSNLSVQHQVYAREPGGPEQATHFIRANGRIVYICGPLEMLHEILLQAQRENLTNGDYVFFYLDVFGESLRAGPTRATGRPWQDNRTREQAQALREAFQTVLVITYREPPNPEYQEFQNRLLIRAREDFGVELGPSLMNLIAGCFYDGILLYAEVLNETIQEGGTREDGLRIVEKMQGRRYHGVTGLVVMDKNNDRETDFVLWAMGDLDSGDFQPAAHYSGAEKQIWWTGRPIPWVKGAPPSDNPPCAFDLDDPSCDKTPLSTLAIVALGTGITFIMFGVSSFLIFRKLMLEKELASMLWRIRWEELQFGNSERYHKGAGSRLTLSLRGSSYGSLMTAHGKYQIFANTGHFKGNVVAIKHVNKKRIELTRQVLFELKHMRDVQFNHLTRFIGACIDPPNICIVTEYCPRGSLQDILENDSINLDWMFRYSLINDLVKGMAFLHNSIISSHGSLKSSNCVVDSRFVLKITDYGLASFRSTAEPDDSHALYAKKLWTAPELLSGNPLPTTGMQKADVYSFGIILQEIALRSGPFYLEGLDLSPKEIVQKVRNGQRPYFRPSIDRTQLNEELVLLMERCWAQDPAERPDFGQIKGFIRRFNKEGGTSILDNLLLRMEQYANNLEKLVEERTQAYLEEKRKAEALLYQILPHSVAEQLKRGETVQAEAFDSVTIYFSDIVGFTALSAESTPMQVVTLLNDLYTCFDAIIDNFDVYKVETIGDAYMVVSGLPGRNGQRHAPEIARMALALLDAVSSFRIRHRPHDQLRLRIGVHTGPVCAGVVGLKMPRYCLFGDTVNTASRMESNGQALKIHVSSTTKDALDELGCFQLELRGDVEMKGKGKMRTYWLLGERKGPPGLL
proKLK7 act – activates the human kallikrein-7 zymogen. P49862. purified proKLK7, EDANS-DABCYL substrate fluorescence; 100% is mature enzyme control, 0% vehicle. activation, % at 7 µM. actives 0.9% (n = 370,000);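 active = activation above the mean of all tested compounds plus 3 SD, computed per campaign excluding outliers beyond control limits, cut at about 13% in these data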
ASAP1 inh – blocks human ASAP1-stimulated Arf1 GTP hydrolysis. Q9ULH1. GDP FP detection. inhibition, % at 16.5 µM. actives 0.19% (n = 360,000); in the data active = inhibition above about 25%;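 note: 0% = vehicle with enzyme and substrate and 100% = no enzyme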
FXN GAA850 act – frataxin GAA850 promoter activation | HEK293 lucGAA850 FXN promoter luciferase reporter, 24 h; percent of 10 µM SAHA response | AID 540364 | activation, % at 6 µM | actives 0.56% (n = 360,000);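 active = activation above the average of all compounds screened plus 3 SD, cutoff fixed separately per campaign, cut at about 7.5% in these data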;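 note: 0% = DMSO wells and 100% = 10 µM SAHA wells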
ARFGAP1 inh – inhibitors of rat ARFGAP1; actives 0.26% (n = 360,000); Arfgap1-stimulated ARF1 GTP hydrolysis, GDP FP detection; Q62848; inhibition, % at 16.5 µM;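 active = inhibition above a per-plate limit, mean inhibition of low control wells plus 3 SD, cut at about 25% in these data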;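 note: 0% = DMSO wells with enzyme and 100% = wells lacking Arfgap1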
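Repeats: one replicate per compound; assay system: rat Arfgap1 catalytic domain, aa 1-136; times: enzyme reaction 120 min at 25 °C after 20 min preincubation; detection: FP of antibody-bound GDP Alexa 633 tracer, ex 620/em 688 nm; benchmarks: high control wells lacking Arfgap1, low control full reaction with DMSO; reagent: human ARF1(Δ1-17)-GTP substrate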
sPLA2-III inh – Blocks human group III sPLA2 activity. Q9NZ20. QFRET BODIPY PC-A2 liposome hydrolysis, fluorescence. inhibition, % at 12.2 µM. actives 0.56% (n = 370,000);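 active = inhibition above mean plus 3 SD of compounds lying within the high and low control bounds, cut at about 19% in these data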;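 note: 0% = median of test compound wells and 100% = no enzyme DMSO wells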
NPR1 activator – GC-A (human) enzyme activation. P16066. HEK293 GC-A cells, cGMP TR-FRET, EC30 ANP; 0% at EC30 ANP, 100% saturating ANP. activation, % at 10 µM. actives 0.14% (n = 370,000). AID 1671463; in the data active = activation above about 40%
Tn6 DDE FP – inhibitors of Tn6 peptide binding to human fibrin DD(E); P02675; Fibrin DD(E) TRITC-Tn6 fluorescence polarization displacement; inhibition, % at 8.3 µM; actives 0.21% (n = 370,000);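 active = inhibition above a per-campaign cutoff: mean of compounds within control limits plus 3 SD, cut at about 15% in these data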;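 note: 0% = median of all compound wells on the plate and 100% = blocking peptide control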
* marks the source's active call; other numbers are inactive results.

What do the screens show for `COc1ccc(NC(=O)NN2CCN(C)CC2)cc1`?
ADAM10 inh: 2; rCAG binder: 2; NPR2 activator: 3; proKLK7 act: 0.1; ASAP1 inh: 3; FXN GAA850 act: 0.5; ARFGAP1 inh: 10; sPLA2-III inh: 3; NPR1 activator: 1; Tn6 DDE FP: 2

How did CN(CC1CCCN(CCc2cccc(C(F)(F)F)c2)C1)C(=O)c1cc2ccccc2o1 (stereo not drawn) do in these assays?
ADAM10 inh: 2; rCAG binder: -9; NPR2 activator: -14; proKLK7 act: -0.3; ASAP1 inh: 0; FXN GAA850 act: 1.4; ARFGAP1 inh: 7; sPLA2-III inh: -28; NPR1 activator: -6; Tn6 DDE FP: 2

What do the screens show for `CCCCOC(=O)Nc1cccc(C(C)=O)c1`?
ADAM10 inh: 4; rCAG binder: 1; NPR2 activator: 1; proKLK7 act: 1.2; ASAP1 inh: -3; FXN GAA850 act: 4.7; ARFGAP1 inh: -3; sPLA2-III inh: 8; NPR1 activator: 2; Tn6 DDE FP: -1

What do the screens show for `CC(=O)NC1C(=O)Nc2c1cccc2C(F)(F)F` (stereo not drawn)?
ADAM10 inh: -4; rCAG binder: 1; NPR2 activator: -2; proKLK7 act: -1.8; ASAP1 inh: -16; FXN GAA850 act: -1.6; ARFGAP1 inh: 1; sPLA2-III inh: 7; NPR1 activator: -3; Tn6 DDE FP: 6

What do the screens show for `C=CCNc1nc(-c2sc(NC(=O)CC)nc2C)cs1`?
ADAM10 inh: -8; rCAG binder: 4; NPR2 activator: -3; proKLK7 act: 0.1; ASAP1 inh: 3; FXN GAA850 act: -0.6; ARFGAP1 inh: 0; sPLA2-III inh: -2; NPR1 activator: 0; Tn6 DDE FP: -1

How did COc1ccc(NC(=O)CSc2nc(N)c3cc4c(nc3n2)CC(C)(C)OC4)cc1 do in these assays?
ADAM10 inh: -4; rCAG binder: 1; NPR2 activator: -3; proKLK7 act: -0.1; ASAP1 inh: 4; FXN GAA850 act: 2.6; ARFGAP1 inh: -4; sPLA2-III inh: 6; NPR1 activator: -2; Tn6 DDE FP: 8

Results for CCOC(=O)c1ccc(N2C(=O)C=C(N3CCOCC3)C2=O)cc1 ?
ADAM10 inh: 4; rCAG binder: 32; NPR2 activator: -4; proKLK7 act: 0.1; ASAP1 inh: 7; FXN GAA850 act: -0.1; ARFGAP1 inh: -14; sPLA2-III inh: -24; NPR1 activator: 0; Tn6 DDE FP: 4

What do the screens show for `CCOc1ccc(-c2[nH]ncc2-c2ccc(Cl)cc2)c(O)c1`?
ADAM10 inh: 15; rCAG binder: 5; NPR2 activator: -5; proKLK7 act: 0.1; ASAP1 inh: 11; FXN GAA850 act: 1.8; ARFGAP1 inh: -5; sPLA2-III inh: -61; NPR1 activator: 8; Tn6 DDE FP: -1

Results for Cc1ccc(C(=O)N(CC(=O)Nc2ccc(Cl)c(Cl)c2)Cc2ccco2)cc1 ?
ADAM10 inh: 1; rCAG binder: 2; NPR2 activator: -5; proKLK7 act: -3.6; ASAP1 inh: -2; FXN GAA850 act: 4.1; ARFGAP1 inh: 3; sPLA2-III inh: 0; NPR1 activator: -2; Tn6 DDE FP: 4

How did C/C(=N\NC(=O)c1ccc(CN2CCOCC2)cc1)c1ccc(NC(=O)c2ccccc2)cc1 do in these assays?
ADAM10 inh: 1; rCAG binder: -5; NPR2 activator: -2; proKLK7 act: 0.1; ASAP1 inh: 7; FXN GAA850 act: 7.2; ARFGAP1 inh: 10; sPLA2-III inh: 1; NPR1 activator: 2; Tn6 DDE FP: -4

How did CC(C)N(Cc1ccccc1)S(=O)(=O)c1n[nH]c(C(C)(C)C)n1 do in these assays?
ADAM10 inh: -1; rCAG binder: 3; NPR2 activator: 5; proKLK7 act: 0.4; ASAP1 inh: 16; ARFGAP1 inh: 0; sPLA2-III inh: -8; NPR1 activator: 3; Tn6 DDE FP: 2

Results for O=S(=O)(c1cccc2nsnc12)N1CCc2ccccc2C1 ?
ADAM10 inh: -6; rCAG binder: -6; NPR2 activator: -2; proKLK7 act: 0.0; ASAP1 inh: 10; FXN GAA850 act: -0.6; ARFGAP1 inh: -5; sPLA2-III inh: -6; NPR1 activator: 1; Tn6 DDE FP: -6

Results for C=CCC[C@H](Cc1ccc(F)cc1)C(=O)OC[C@@H]1CCCN1C(=O)[C@@H](CC=C)CC(=O)NCCO ?
ADAM10 inh: 5; rCAG binder: -8; NPR2 activator: 2; proKLK7 act: -0.1; ASAP1 inh: -1; FXN GAA850 act: -0.2; ARFGAP1 inh: -2; sPLA2-III inh: -1; NPR1 activator: 1; Tn6 DDE FP: 4

What do the screens show for `COc1ccc(C(=O)N/C(=C\c2cn(C)c3ccccc23)C(=O)NCCCN2CCOCC2)cc1OC`?
ADAM10 inh: -8; rCAG binder: -2; NPR2 activator: -1; proKLK7 act: -0.4; ASAP1 inh: 3; FXN GAA850 act: 2.0; ARFGAP1 inh: -4; sPLA2-III inh: 4; NPR1 activator: -5; Tn6 DDE FP: -6

Results for Cc1ccc(S(=O)(=O)NNC(=O)Nc2ccc([N+](=O)[O-])cc2)c(C)c1 ?
ADAM10 inh: 6; rCAG binder: 9; NPR2 activator: 3; proKLK7 act: -0.8; ASAP1 inh: 2; FXN GAA850 act: -0.3; ARFGAP1 inh: 13; sPLA2-III inh: -16; NPR1 activator: 1; Tn6 DDE FP: 0

Results for COC(=O)c1ccc2c(=O)n(CC3CCCO3)c(SCC(=O)Nc3ccc(OC)cc3OC)nc2c1 (stereo not drawn) ?
ADAM10 inh: 3; rCAG binder: 1; NPR2 activator: -6; proKLK7 act: 0.5; ASAP1 inh: 5; FXN GAA850 act: 1.0; ARFGAP1 inh: -1; sPLA2-III inh: 6; NPR1 activator: -1; Tn6 DDE FP: 1

Results for CCOC(=O)c1c(NC(=O)CSC(=S)N(C)C)sc(C)c1C ?
ADAM10 inh: -3; rCAG binder: -2; NPR2 activator: -3; proKLK7 act: 0.4; ASAP1 inh: 1; FXN GAA850 act: 3.4; ARFGAP1 inh: 10; sPLA2-III inh: 1; NPR1 activator: 2; Tn6 DDE FP: 0

How did Cc1ccc(-c2[nH]nc3c2C(c2ccccc2OC(=O)N2CCOCC2)C(C#N)=C(N)O3)cc1 (stereo not drawn) do in these assays?
ADAM10 inh: -1; rCAG binder: 8; NPR2 activator: -12; proKLK7 act: 0.4; ASAP1 inh: 14; ARFGAP1 inh: 0; sPLA2-III inh: -19; NPR1 activator: -18; Tn6 DDE FP: 0

Results for O=C(CSc1nc2ccccc2c(=O)n1CCCC(=O)N1CCCC1)NCc1ccco1 ?
ADAM10 inh: 6; rCAG binder: -1; NPR2 activator: -4; proKLK7 act: 0.0; ASAP1 inh: -21; FXN GAA850 act: -0.5; ARFGAP1 inh: -8; sPLA2-III inh: 2; NPR1 activator: -1; Tn6 DDE FP: 12

How did O=C1C=CC(=O)N1c1ccc(OC(F)F)cc1 do in these assays?
ADAM10 inh: -9; rCAG binder: -2; NPR2 activator: 0; proKLK7 act: 0.0; ASAP1 inh: -2; FXN GAA850 act: -0.9; ARFGAP1 inh: 9; sPLA2-III inh: 20*; NPR1 activator: 2; Tn6 DDE FP: -10

What do the screens show for `CCOC(=O)C1CCCN(C(=O)c2cccc(S(=O)(=O)N(C)c3ccc(C)cc3)c2)C1` (stereo not drawn)?
ADAM10 inh: -8; rCAG binder: -1; NPR2 activator: -2; proKLK7 act: -1.1; ASAP1 inh: 2; FXN GAA850 act: -0.7; ARFGAP1 inh: 0; sPLA2-III inh: 0; NPR1 activator: -4; Tn6 DDE FP: -3

How did Cc1ccc(-c2nc(SCC(=O)NCC3CCCO3)c(-c3ccc(C)cc3)[nH]2)cc1 (stereo not drawn) do in these assays?
ADAM10 inh: -11; rCAG binder: 1; NPR2 activator: 2; proKLK7 act: 1.0; ASAP1 inh: 5; FXN GAA850 act: 0.4; ARFGAP1 inh: 1; sPLA2-III inh: -1; NPR1 activator: -3; Tn6 DDE FP: 2

What do the screens show for `O=C(Nc1ccccc1Cl)c1cccc(NC(=O)c2cccs2)c1`?
ADAM10 inh: 1; rCAG binder: 0; NPR2 activator: 0; proKLK7 act: 0.1; ASAP1 inh: 7; FXN GAA850 act: -0.4; ARFGAP1 inh: 0; sPLA2-III inh: -17; NPR1 activator: -3; Tn6 DDE FP: -6

How did Cc1ccc(NC(=S)N2CCCN(Cc3ccc(F)cc3)C2)c(C)c1 do in these assays?
ADAM10 inh: 2; rCAG binder: -4; NPR2 activator: 2; proKLK7 act: 0.2; ASAP1 inh: 4; FXN GAA850 act: -0.9; ARFGAP1 inh: -10; sPLA2-III inh: 7; NPR1 activator: -5; Tn6 DDE FP: -2

Results for CC(NC(=O)Nc1ccc(Cl)cc1)c1ccccc1 (stereo not drawn) ?
ADAM10 inh: 7; rCAG binder: -2; NPR2 activator: -5; proKLK7 act: -0.3; ASAP1 inh: 3; FXN GAA850 act: 0.1; ARFGAP1 inh: 4; sPLA2-III inh: -3; NPR1 activator: -8; Tn6 DDE FP: -8

How did Cc1cc(NC(=O)c2cc(Cl)ccc2Cl)no1 do in these assays?
ADAM10 inh: -7; rCAG binder: -2; NPR2 activator: 4; proKLK7 act: 0.3; ASAP1 inh: 11; FXN GAA850 act: -1.3; ARFGAP1 inh: 0; sPLA2-III inh: 2; NPR1 activator: 4; Tn6 DDE FP: -5

How did Cc1cccc(C(=O)Nc2nccs2)c1[N+](=O)[O-] do in these assays?
ADAM10 inh: 6; rCAG binder: 2; NPR2 activator: -1; proKLK7 act: 0.3; ASAP1 inh: 1; FXN GAA850 act: -0.2; ARFGAP1 inh: -4; sPLA2-III inh: -1; NPR1 activator: 0; Tn6 DDE FP: 12

What do the screens show for `CCOC(=O)C1CCN(C(=O)CSc2ccccc2Cl)CC1`?
ADAM10 inh: -6; rCAG binder: -8; NPR2 activator: -1; proKLK7 act: 0.5; ASAP1 inh: 5; FXN GAA850 act: 1.1; ARFGAP1 inh: 1; sPLA2-III inh: 0; NPR1 activator: 3; Tn6 DDE FP: 8

How did CC(C)Oc1ccc(S(=O)(=O)N2CCOCC2)cc1NC(=O)c1ccc(N2CCCC2=O)cc1 do in these assays?
ADAM10 inh: 1; rCAG binder: -3; NPR2 activator: 1; proKLK7 act: 0.1; ASAP1 inh: -13; FXN GAA850 act: 2.1; ARFGAP1 inh: -4; sPLA2-III inh: 0; NPR1 activator: 2; Tn6 DDE FP: 8
